CHO parental Ca = counter-screen: ATP calcium response change in parental CHO cells; parental CHO-K1, ATP-induced calcium, Fluo-8 fluorescence; AID 463079; inhibition, % at 5.6 µM; 330,000 tested, 0.63% active;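 active = inhibition above that plate's mean sample inhibition plus 3 SD, cut at about 26% in these data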;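 note: 0% = ATP-challenged DMSO wells and 100% = DMSO wells without ATP; some compounds past the cut are filed as inactive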
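Measured by: calcium-sensitive Fluo-8 fluorescence / Test system: CHO parental line / Controls: ATP-challenged DMSO wells low, unchallenged DMSO wells high / Measure: % inhibition / Compound: single nominal dose of 5.6 µM per compound / Replicates: single well per compound, no replicates / Reagent: ATP as calcium-mobilizing challenge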
OXTR potentiator = human OXTR potentiation | P30559 | CHO-OTR cells, Fluo-8 calcium fluorescence, potentiator mode; 0% = oxytocin EC15, 100% = EC100 | activation, % at 3 µM | 320,000 tested, 0.061% active;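 active = activation above that plate's cutoff, the mean activation of tested compounds plus 3 SD, cut at about 6.6% in these data, passing the limit was not always enough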;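 note: 100% uses oxytocin at 75 nM as the full agonist control; some results filed as inactive read as strong as hits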
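assay system = CHO-OTR cells, human receptor | schedule = compound 6 min at room temperature before oxytocin, 100 s read | detection = Fluo-8 intracellular calcium fluorescence, ex 470-495, em 515-575 nm | evaluation = normalized max/min fluorescence ratio, % activation | control set = EC15 oxytocin alone as 0%, 75 nM oxytocin (EC100) as 100%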
M1 PAM = positive allosteric modulators of human M1 muscarinic receptor; CHO-K1 hM1, Fluo-8 calcium fluorescence, ACh EC20; 0% = ACh EC20, 100% = maximal ACh; activation, % at 3 µM; AID 588819; 360,000 tested, 0.088% active; P11229; in the data active = activation above about 19%, passing the limit was not always enough
CHRM1 agonist = human M1 muscarinic receptor agonism; CHO-K1 hM1, Fluo-8 calcium fluorescence, agonist mode; 0% DMSO, 100% acetylcholine EC100; P11229; AID 588814; activation, % at 3 µM; 360,000 tested, 0.33% active;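 active = activation above the run's mean compound activation plus 3 SD, cut at about 16% in these data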;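 note: peak over basal fluorescence ratio within a 140 s kinetic read after compound addition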
V1aR counter = activates human V1a receptor in oxytocin agonist counter-screen | P37288 | CHO-V1R cells, Fluo-8 calcium fluorescence, agonist mode; 0% DMSO, 100% 3 nM vasopressin | AID 2797 | 320,000 tested, 0.25% active | activation, % at 3 µM;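 active = activation above the mean activation of all tested compounds plus 3 SD, per screening run, cut at about 20% in these data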;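 note: signal is peak over basal fluorescence ratio across a 100 second FLIPR read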
Target sequence (P37288 whole entry, looked up): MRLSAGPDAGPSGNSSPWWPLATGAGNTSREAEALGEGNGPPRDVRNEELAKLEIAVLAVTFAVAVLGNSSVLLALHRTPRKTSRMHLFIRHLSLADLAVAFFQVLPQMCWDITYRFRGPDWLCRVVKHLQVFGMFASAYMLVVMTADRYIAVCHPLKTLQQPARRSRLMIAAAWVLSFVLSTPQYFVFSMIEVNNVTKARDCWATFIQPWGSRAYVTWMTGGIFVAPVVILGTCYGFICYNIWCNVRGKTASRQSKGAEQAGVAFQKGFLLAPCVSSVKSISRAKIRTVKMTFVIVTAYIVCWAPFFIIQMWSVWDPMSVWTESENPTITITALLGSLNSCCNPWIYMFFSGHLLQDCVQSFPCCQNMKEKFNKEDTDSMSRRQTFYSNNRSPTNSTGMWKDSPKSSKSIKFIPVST
TAAR1 ag = human TAAR1 agonism; AID 624467; CHO RD-HGA16 TAAR1, Fluo-8 calcium fluorescence; vehicle wells 0%, saturating PEA agonist 100%; 360,000 tested, 0.99% active; activation, % at 3 µM;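 active = activation above the mean activation of all test compounds in the run plus 3 SD, cut at about 38% in these data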
Target sequence (Q96RJ0 whole entry, looked up): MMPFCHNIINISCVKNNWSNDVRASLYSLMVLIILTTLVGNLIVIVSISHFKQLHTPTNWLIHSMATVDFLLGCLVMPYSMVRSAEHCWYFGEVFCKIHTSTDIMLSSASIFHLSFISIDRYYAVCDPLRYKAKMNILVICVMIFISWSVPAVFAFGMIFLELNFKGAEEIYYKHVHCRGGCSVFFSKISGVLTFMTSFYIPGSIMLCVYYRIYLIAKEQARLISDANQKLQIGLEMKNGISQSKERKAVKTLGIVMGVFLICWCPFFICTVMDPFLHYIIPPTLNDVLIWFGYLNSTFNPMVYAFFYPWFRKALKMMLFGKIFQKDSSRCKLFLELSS
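test system = CHO RD-HGA16 cells carrying human TAAR1 plus Gα16 | schedule = 17-24 h seeding, 75 min 37 °C dye, 30 min RT | compound dosing = 3 µM single concentration | control set = DMSO and PEA EC100 | replicates = n 1 | signal = Fluo-8 fluorescence, 5 s baseline then 140 s kinetic read | measure = percent activation vs PEA EC100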
OXTR agonist = human OXTR agonism. P30559. CHO-OTR cells, Fluo-8 calcium fluorescence; normalized: DMSO 0%, oxytocin 100%. 320,000 tested, 0.32% active. activation, % at 3 µM. AID 2435;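 active = activation above the mean of all tested compounds plus 3 SD, cutoff set per screening run, cut at about 20% in these data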;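 note: peak over basal fluorescence ratio from a 100 s FLIPR kinetic read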
M1 antag = antagonists of human M1 muscarinic receptor; P11229; CHO-K1 hM1, Fluo-8 calcium fluorescence, ACh EC80 antagonist; inhibition, % at 3 µM; 360,000 tested, 1.3% active; AID 588852;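 active = percent inhibition above its own plate's cutoff, namely the mean of that plate's compound wells plus 3 SD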;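 note: peak over basal fluorescence ratio during 140 s after agonist addition; 0% = ACh EC80 plus DMSO and 100% = DMSO alone without agonist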
TAAR1 antag = antagonists of human TAAR1 | CHO RD-HGA16 TAAR1, Fluo-8 calcium fluorescence, antagonist | inhibition, % at 3 µM | 360,000 tested, 1.5% active | Q96RJ0;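 active = inhibition above a per-plate cutoff, the mean inhibition of test compounds on that plate plus 3 SD, cut at about 49% in these data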;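 note: 0% = DMSO plus EC80 beta-PEA response and 100% = DMSO alone without agonist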
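Test system: hTAAR1-expressing CHO RD-HGA16 cells, Gα16-coupled; Probe or stimulus: EC80 β-phenethylamine stimulus; Compound dosing: single nominal final test compound concentration of 3 µM; Timing: 140 s kinetic read after compound, 140 s after agonist; Signal: Fluo-8 calcium-sensitive fluorescence; Measure: % inhibition of agonist calcium response; Controls: DMSO and EC80 PEA controls.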
Starred values were filed as active, the others as inactive. An unsorted share of the library; overall some 3.7% were active at least once.

For COc1ccccc1CNC(=O)CCn1c(=O)[nH]c2ccsc2c1=O the results were CHO parental Ca -2.4, OXTR potentiator 2.2, M1 PAM -3.2, CHRM1 agonist -3.9, V1aR counter 0.3, TAAR1 ag 7.5, OXTR agonist 1.3, M1 antag 2.7 and TAAR1 antag 10.2.
`Cc1cccc(OCC(=O)Nc2ccc(N3CCN(S(C)(=O)=O)CC3)cc2)c1C` gave CHO parental Ca -10.6, OXTR potentiator -11.0, M1 PAM 6.6, CHRM1 agonist -0.9, V1aR counter 5.1, TAAR1 ag 2.2, OXTR agonist 4.5, M1 antag -10.3 and TAAR1 antag 20.3.
Screening NC(=O)C1CCN(C(=O)c2cc(-c3ccccc3Cl)nc3ccccc23)CC1 returned CHO parental Ca -12.2, OXTR potentiator -1.5, M1 PAM 2.8, CHRM1 agonist -1.2, V1aR counter -0.2, TAAR1 ag 3.9, OXTR agonist -0.3, M1 antag -12.1 and TAAR1 antag 13.1.
`CCN1C(=O)c2cccc3c(S(=O)(=O)NCC4CCCO4)ccc1c23` (stereo not given) gave CHO parental Ca -45.5, OXTR potentiator -3.9, M1 PAM -3.9, CHRM1 agonist -2.2, V1aR counter 1.2, TAAR1 ag -0.9, OXTR agonist 0.5, M1 antag 14.1 and TAAR1 antag -9.0.
`CCc1nc2ccc(C(=O)N(C)Cc3ccco3)cn2c1N(CC)C(=O)NCCc1ccccc1` gave M1 PAM 3.6, CHRM1 agonist -3.2, TAAR1 ag -0.8, M1 antag -5.2 and TAAR1 antag -7.2.
For CCOC(=O)C1=CCN(S(=O)(=O)c2ccccc2C)C1c1cccc(Br)c1 (stereo not given) the results were M1 PAM -8.5, CHRM1 agonist -9.1, TAAR1 ag 0.3, M1 antag 20.3 and TAAR1 antag 22.8.
`O=C(CCCCC(=O)OCC1COCO1)OCC1COCO1` (stereo not given) gave M1 PAM 3.7, CHRM1 agonist -1.3, TAAR1 ag 0.5, M1 antag 1.2 and TAAR1 antag 9.3.
For NC(=O)COC(=O)c1cc(=O)[nH]c2ccccc12 the results were CHO parental Ca 2.6, OXTR potentiator 1.9, M1 PAM 4.3, CHRM1 agonist -2.4, V1aR counter 1.1, TAAR1 ag 3.0, OXTR agonist 0.3, M1 antag -6.0 and TAAR1 antag -13.9.
`O=C1CCC(c2ccccc2)c2ccccc21` (stereo not given) gave CHO parental Ca -17.7, OXTR potentiator 3.2, M1 PAM 6.9, CHRM1 agonist -6.0, V1aR counter -2.1, TAAR1 ag -2.5, OXTR agonist -2.4, M1 antag -12.5 and TAAR1 antag -7.3.
`Cc1cc(C)n(C(=O)c2ccc(C)c(S(=O)(=O)N3CCOCC3)c2)n1` gave CHO parental Ca -34.1, OXTR potentiator 1.1, M1 PAM 10.5, CHRM1 agonist -2.1, V1aR counter -0.6, TAAR1 ag 2.2, OXTR agonist -0.1, M1 antag -15.8 and TAAR1 antag -12.6.
For Cc1cnc(C(=O)OC(C(=O)Nc2cc(C(F)(F)F)ccc2Cl)c2ccccc2)cn1 (stereo not given) the results were CHO parental Ca -18.7, OXTR potentiator -12.1, M1 PAM -2.1, CHRM1 agonist -2.7, V1aR counter -0.1, TAAR1 ag 2.3, OXTR agonist -2.2, M1 antag -20.2 and TAAR1 antag -61.4.
COc1ccc(S(=O)(=O)N2CCC(C(=O)NCc3ccccn3)CC2)cc1Cl was read as CHO parental Ca -16.2, OXTR potentiator -1.2, M1 PAM 1.3, CHRM1 agonist -4.5, V1aR counter -1.2, TAAR1 ag 1.3, OXTR agonist -1.1, M1 antag 4.2 and TAAR1 antag -2.9.
CC(C(=O)NCCCN1CCOCC1)n1cccc1C(=O)c1ccccc1 (stereo not given) was read as CHO parental Ca -2.3, OXTR potentiator -8.3, M1 PAM 4.6, CHRM1 agonist -4.2, V1aR counter 0.2, TAAR1 ag -1.0, OXTR agonist -0.2, M1 antag -5.5 and TAAR1 antag 3.9.
O=C(COC(=O)c1ccc2c(c1)OCCO2)NCCc1ccc(F)cc1 was read as CHO parental Ca -9.9, OXTR potentiator 6.1, M1 PAM -0.1, CHRM1 agonist -8.3, V1aR counter 0.5, TAAR1 ag 1.6, OXTR agonist -1.6, M1 antag -7.2 and TAAR1 antag -5.0.
CN(C)C(=O)N1CCC(C(=O)NCc2ccccc2)CC1 was read as CHO parental Ca 0.4, OXTR potentiator -6.4, M1 PAM -5.4, CHRM1 agonist -5.6, V1aR counter 1.6, TAAR1 ag 6.0, OXTR agonist -0.3, M1 antag 8.6 and TAAR1 antag 3.1.
For COC(=O)c1ccccc1NC(=O)c1nc(S(=O)(=O)Cc2ccccc2)ncc1Cl the results were CHO parental Ca -7.7, OXTR potentiator -0.7, M1 PAM -6.3, CHRM1 agonist -0.7, V1aR counter 0.6, TAAR1 ag 0.8, OXTR agonist 0.0, M1 antag 25.7 and TAAR1 antag -14.6.
Screening O=C(c1ccc(Cl)cc1)c1c[nH]c(C(=O)NNc2ccccc2)c1 returned CHO parental Ca -20.0, OXTR potentiator -2.3, M1 PAM 4.1, CHRM1 agonist -2.6, V1aR counter 0.2, TAAR1 ag 6.8, OXTR agonist -0.5, M1 antag 4.4 and TAAR1 antag -6.6.
Screening NC(=S)NNC(=S)Nc1ccccc1 returned CHO parental Ca -1.6, OXTR potentiator -4.2, M1 PAM 11.4, CHRM1 agonist 0.6, V1aR counter 1.3, TAAR1 ag 13.1, OXTR agonist -0.3, M1 antag 5.2 and TAAR1 antag 4.1.
For N/C(=N\OC(=O)Cc1cccs1)c1ccccc1 the results were CHO parental Ca -0.5, OXTR potentiator 2.5, M1 PAM 4.9, CHRM1 agonist -2.7, V1aR counter -0.9, TAAR1 ag 12.0, OXTR agonist -0.8, M1 antag -8.6 and TAAR1 antag 9.8.
For NC(=O)c1ccc(Cl)c2ccccc12 the results were CHO parental Ca -3.1, OXTR potentiator -5.5, M1 PAM 6.2, CHRM1 agonist -5.3, V1aR counter 0.1, TAAR1 ag 2.9, OXTR agonist -0.3, M1 antag -1.4 and TAAR1 antag -13.7.
Screening O=[N+]([O-])c1c(C(Cl)Cl)nn(-c2ccc(Cl)cc2)c1N1CCCCC1 returned CHO parental Ca -11.3, OXTR potentiator -6.4, M1 PAM -1.1, CHRM1 agonist -6.0, V1aR counter 0.6, TAAR1 ag 2.3, OXTR agonist -2.5, M1 antag -2.6 and TAAR1 antag -8.8.
`CC(C)c1nc2sc3c(c2c(=O)n1N)CC(C)(C)OC3` gave CHO parental Ca -9.0, OXTR potentiator -7.6, M1 PAM 8.8, CHRM1 agonist -5.9, V1aR counter 1.9, TAAR1 ag 5.4, OXTR agonist 0.4, M1 antag -0.1 and TAAR1 antag 5.1.
For c1cc(-c2nnc3n2CCC3)[nH]n1 the results were CHO parental Ca -8.6, OXTR potentiator -10.3, M1 PAM 3.1, CHRM1 agonist 7.2, V1aR counter 1.2, TAAR1 ag 9.2, OXTR agonist -0.3, M1 antag 6.3 and TAAR1 antag 13.8.
`COc1ccccc1NC(=O)COC(=O)c1ccc2c(c1)OCCO2` gave CHO parental Ca -20.4, OXTR potentiator -3.7, M1 PAM 3.3, CHRM1 agonist -4.2, V1aR counter 1.2, TAAR1 ag 3.6, OXTR agonist 1.0, M1 antag -1.6 and TAAR1 antag 7.0.
For COCC(=O)NCCc1nc2ccccc2[nH]1 the results were CHO parental Ca 3.5, OXTR potentiator 1.3, M1 PAM -0.2, CHRM1 agonist -2.7, V1aR counter 1.9, TAAR1 ag 0.0, OXTR agonist 1.3, M1 antag 7.3 and TAAR1 antag -6.2.
Screening CCn1cc(C(=O)N2CCCC2)c(=O)c2cc(S(=O)(=O)N3CC(C)CC(C)C3)ccc21 (stereo not given) returned CHO parental Ca -6.0, OXTR potentiator -3.6, M1 PAM 7.9, CHRM1 agonist -4.2, V1aR counter 0.2, TAAR1 ag 0.4, OXTR agonist -0.1, M1 antag -14.2 and TAAR1 antag 2.5.
`CSc1ccccc1C(=O)C1CCCN(S(=O)(=O)N(C)C)C1` (stereo not given) gave CHO parental Ca -19.9, OXTR potentiator -2.5, M1 PAM -0.3, CHRM1 agonist 1.3, V1aR counter 0.6, TAAR1 ag 1.5, OXTR agonist 0.4, M1 antag 3.5 and TAAR1 antag 17.7.
For CC(C)c1ccccc1NC(=O)COC(=O)C1(C)CC1(Cl)Cl (stereo not given) the results were CHO parental Ca -19.4, OXTR potentiator 3.5, M1 PAM -1.0, CHRM1 agonist -6.8, V1aR counter -0.4, TAAR1 ag 0.5, OXTR agonist -2.5, M1 antag 7.2 and TAAR1 antag -7.4.
`CCC/C(=N\NC(=O)c1ccc(OC)c(OC)c1)c1ccccc1` gave CHO parental Ca -3.0, OXTR potentiator -10.2, M1 PAM -2.8, CHRM1 agonist -4.2, V1aR counter -0.2, TAAR1 ag 0.4, OXTR agonist 0.0, M1 antag 13.7 and TAAR1 antag -23.2.
COc1ccccc1Cc1noc(C(C)(C)NC(=O)c2ccccc2)n1 was read as CHO parental Ca -13.7, OXTR potentiator -3.0, M1 PAM 1.0, CHRM1 agonist -5.9, V1aR counter 0.1, TAAR1 ag 10.4, OXTR agonist -0.2, M1 antag 9.0 and TAAR1 antag -0.2.
O=C(COc1ccccc1)N1CCN(C(=O)c2ccc([N+](=O)[O-])cc2)CC1 was read as CHO parental Ca -4.0, OXTR potentiator -7.8, M1 PAM -3.5, CHRM1 agonist -4.3, V1aR counter 0.1, TAAR1 ag 1.2, OXTR agonist -0.1, M1 antag 2.0 and TAAR1 antag 2.2.
`Cc1ccc(-c2nc(S(=O)(=O)c3ccc(C)cc3)c(SCC(N)=O)o2)cc1` gave CHO parental Ca -22.4, OXTR potentiator 2.2, M1 PAM 9.7, CHRM1 agonist -4.1, V1aR counter -0.4, TAAR1 ag 4.1, OXTR agonist -1.8, M1 antag -9.4 and TAAR1 antag -22.8.
Screening CC(c1ccc(F)cc1)n1c(-c2ccc3ccccc3n2)n[nH]c1=S (stereo not given) returned CHO parental Ca -10.2, OXTR potentiator -9.9, M1 PAM -1.1, CHRM1 agonist -5.7, V1aR counter -1.3, TAAR1 ag 7.7, OXTR agonist -1.5, M1 antag -2.5 and TAAR1 antag 12.9.
